Bioassay records deposited in PubChem BioAssay by The Scripps Research Institute Molecular Screening Center.
NR2F2 inh: NR2F2 transcriptional activity inhibitors, primary screen, cell-based, luciferase reporter, HEK293T, luminescence | COUP transcription factor 2 (Homo sapiens), P24468 | HEK293T NGFI-A luciferase reporter | inhibition, % at 8.6 µM | 0.7% of 370,000 active;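 active = inhibition above a per-plate cutoff, mean inhibition of test wells between control levels plus 3 SD, cut at about 38% in these data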;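 note: cells cotransfected with COUP-TFII expression vector driving the NGFI-A reporter; 0% = median of COUP-TF2 test wells and 100% = reporter-only cells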
NCOA2 inhibitor: inhibition of GAL4-SRC2 driven luciferase reporter, primary screen, SRC2 inhibitor project, cell-based, luminescence; inhibition, % at 9 µM; 0.17% of 370,000 active; HEK293 GAL4-SRC2 luciferase reporter; Nuclear receptor coactivator 2 (Homo sapiens), Q15596; AID 651957, 2012;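 active = inhibition above the mean inhibition of all tested compounds plus 3 SD, set per campaign, cut at about 52% in these data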;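 note: 0% = DMSO treated cells and 100% = cells given Gossypol at 36 µM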
Target sequence (Q15596 whole entry, looked up, the tested form may be a part): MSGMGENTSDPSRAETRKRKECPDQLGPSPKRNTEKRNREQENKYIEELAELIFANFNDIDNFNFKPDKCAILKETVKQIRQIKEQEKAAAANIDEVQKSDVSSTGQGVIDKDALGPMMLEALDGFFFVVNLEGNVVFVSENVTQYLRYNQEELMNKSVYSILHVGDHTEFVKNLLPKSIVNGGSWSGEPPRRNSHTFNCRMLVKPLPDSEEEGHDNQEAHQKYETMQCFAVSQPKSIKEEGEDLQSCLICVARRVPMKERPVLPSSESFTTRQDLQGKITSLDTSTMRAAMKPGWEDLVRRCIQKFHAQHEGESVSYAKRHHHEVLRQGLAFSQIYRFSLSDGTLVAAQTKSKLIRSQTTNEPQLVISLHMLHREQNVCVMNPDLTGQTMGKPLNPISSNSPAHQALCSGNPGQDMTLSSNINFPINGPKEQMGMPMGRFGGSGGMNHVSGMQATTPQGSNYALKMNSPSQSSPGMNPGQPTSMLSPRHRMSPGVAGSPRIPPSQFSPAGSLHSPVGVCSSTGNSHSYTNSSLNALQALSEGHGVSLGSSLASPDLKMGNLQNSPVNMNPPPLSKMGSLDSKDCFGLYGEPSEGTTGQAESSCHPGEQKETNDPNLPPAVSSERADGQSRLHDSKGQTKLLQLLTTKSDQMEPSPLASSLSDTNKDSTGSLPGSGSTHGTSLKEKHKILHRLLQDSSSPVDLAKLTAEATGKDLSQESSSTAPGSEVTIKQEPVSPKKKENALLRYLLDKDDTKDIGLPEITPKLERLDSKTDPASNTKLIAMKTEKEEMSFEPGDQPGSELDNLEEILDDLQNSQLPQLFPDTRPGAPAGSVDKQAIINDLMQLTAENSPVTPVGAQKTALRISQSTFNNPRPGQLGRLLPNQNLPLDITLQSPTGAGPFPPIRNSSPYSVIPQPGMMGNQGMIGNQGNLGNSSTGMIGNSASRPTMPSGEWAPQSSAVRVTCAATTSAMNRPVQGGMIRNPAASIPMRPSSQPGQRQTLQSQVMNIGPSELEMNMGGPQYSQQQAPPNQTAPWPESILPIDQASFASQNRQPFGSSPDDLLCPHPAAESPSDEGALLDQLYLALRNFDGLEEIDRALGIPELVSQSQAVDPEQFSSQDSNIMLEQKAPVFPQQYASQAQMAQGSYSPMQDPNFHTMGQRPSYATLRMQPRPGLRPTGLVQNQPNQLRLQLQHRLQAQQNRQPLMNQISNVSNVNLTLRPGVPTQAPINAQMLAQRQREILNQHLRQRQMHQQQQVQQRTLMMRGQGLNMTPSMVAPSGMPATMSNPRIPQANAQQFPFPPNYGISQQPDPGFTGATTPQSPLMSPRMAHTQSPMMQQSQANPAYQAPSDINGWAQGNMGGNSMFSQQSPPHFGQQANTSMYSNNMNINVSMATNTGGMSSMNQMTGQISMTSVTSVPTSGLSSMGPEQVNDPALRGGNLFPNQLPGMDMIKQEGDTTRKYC
Active calls of the source: *. An excerpt (hit frequency here may not be typical).

SMILES	NR2F2 inh	NCOA2 inhibitor
Nc1c(C(=O)N2CCN(c3ccccc3)CC2)nnn1Cc1ccc(Cl)cc1	-4	22
O=C(Nc1nc(Cc2ccccc2)c(-c2ccccc2)n1Cc1ccccc1)c1ccccc1	7	-12
Cc1ccccc1NC(=O)CSc1nnc(-c2cc(-c3ccccc3)n[nH]2)n1N	0	-4
O=C(CN(C(=O)OCC1c2ccccc2-c2ccccc21)[C@@H](Cc1ccccc1)C(=O)O)OCc1ccc(C(=O)NCc2ccccc2)cc1	-5	-9
Cc1ccc(C(=O)N(C)[C@H]2C[C@H]3c4[nH]c5c(-c6ccc7c(c6)OCO7)cccc5c4CCN3C[C@H]2[C@H](C)O)cc1	-1	13
CCc1c(-c2ccccc2OC)ncn1CCc1ccccc1OC	15	0
Cc1ccc(-c2csc(N3C(=N)SCC3=O)n2)cc1	-7	4
C[C@@H]1CN([C@@H](C)CO)C(=O)CCCn2cc(nn2)CO[C@H]1CN(C)C(=O)Nc1ccnc(N2CCOCC2)c1	-12	9
C[C@@H]1CN([C@@H](C)CO)C(=O)CCCn2cc(nn2)CO[C@H]1CN(C)C(=O)Nc1ccccc1	4	1
COC(=O)C1=C(C)N(Cc2ccccc2C(F)(F)F)C(=NCc2cc(OC)c(OC)c(OC)c2)NC1CCc1ccccc1 (stereo not drawn)	5	-20
CCOc1ccc(-n2c(SC/C=C/c3ccccc3)nnc2-c2ccco2)cc1	11	10
COc1ccc(Cn2cc(COC(=O)N3CCOCC3)nn2)cc1	0	-10
CCCCNC(=O)C[C@H]1C[C@@]2(C(=O)OC)C(=C[C@H](COCc3ccccc3)O[C@@H]2C)N(Cc2ccc3c(c2)OCO3)C1=O	-12	-17
O=C(CSc1nnc(COc2ccccc2)n1-c1ccc(Cl)cc1)Nc1ccc2c(c1)OCCO2	13	8
C#CCNC(=O)C[C@H]1C(=O)N(Cc2ccc(OC)cc2)C2=CCCC[C@@]21C(=O)OCC	-43	-26
CC(=O)c1cc(-c2ccccc2S(=O)(=O)NC(C)(C)C)c(=O)n2c1CCC2	8	-17
Cc1nc(NC(=O)CSc2ccccc2N)sc1C	-7	-11
CCCCN1CN2Cc3cc(F)ccc3C2CS1(=O)=O (stereo not drawn)	4	-13
CCCCCCCCN1C(=O)N2Cc3cc(OC)ccc3C2CS1(=O)=O (stereo not drawn)	-2	-1
CC(CO)(CO)NC(=O)c1ccc(C#Cc2cccc(F)c2)cn1	-19	-25
CCCN1CC(=O)N2[C@H](C[C@@]3(n4ccc5ccccc54)c4ccccc4N(S(=O)(=O)c4ccccc4)[C@@H]23)C1=O	-9	3
CC(C)C[C@@H]1NC(=O)[C@H]2C[C@@]3(C)c4ccccc4N[C@H]3N2C1=O	1	17
O=C(NCCc1c[nH]c2ccccc12)OCc1cn(-c2ccccc2Cl)nn1	-2	4
CC(=O)C1(C(=O)NCc2ccccc2)CC(c2ccccn2)=NO1 (stereo not drawn)	-13	2
COC(=O)[C@]12C[C@H](CC(=O)N3CCOCC3)C(=O)N(Cc3ccco3)C1=C[C@H](C(C)C)O[C@@H]2C1CC1	-3	-9
Remaining list, next part
SMILES	NR2F2 inh	NCOA2 inhibitor
Cc1ccc[n+](C2=C([O-])c3ccccc3C(=O)C2=O)c1	4	-14
Cc1ccc(C(=O)NC2CCCCN(C)C2=O)cc1 (stereo not drawn)	-20	-25
CCCC(=O)NCc1ccncc1	-4	-6
CCn1c2ccccc2c2cc(CN3CCN(S(=O)(=O)CC)CC3)ccc21	5	12
COc1cc2nc(-c3ccccc3)nc(N3CCCC3)c2cc1OC	-3	-21
O=C(c1cccc(F)c1)N1CCCC(c2nc(-c3cccs3)no2)C1 (stereo not drawn)	-7	-4
O=C(NCCN1C(=O)C2C3C=CC(C3)C2C1=O)c1cc(F)cc(F)c1 (stereo not drawn)	-2	7
C[C@H](CO)N1C[C@H](C)[C@@H](CN(C)C(=O)Cc2ccccc2)OCc2cn(nn2)CCCC1=O	5	-1
COC(=O)C1CN(Cc2ccc(Cl)cc2)CCS(=O)(=O)N1Cc1cn(Cc2ccc(Cl)cc2)nn1 (stereo not drawn)	3	-8
Cc1[nH]c2ccccc2c1CC(=O)Nc1ccc(Nc2cccnc2)c(Br)c1	-13	14
c1ccc(Cn2c(SCC3CCC3)nnc2-c2cccnc2)cc1	13	-8
O=C(CN1C(=O)CCSc2ccccc21)Nc1cccc(Cl)c1F	11	1
COc1ccc(NC(=O)N(CCc2c(C)[nH]c3ccccc23)Cc2cccs2)cc1OC	-3	-21
O=S1(=O)c2ccc(Br)cc2OC[C@@H](Cc2ccccc2)N1Cc1cn(Cc2ccco2)nn1	9	-14
Clc1ccc(CN2CCN(N=Cc3cccc(OCc4ccccc4)c3)CC2)cc1	1	-2
CC(C)C[C@H]1COc2cc(Br)ccc2S(=O)(=O)N1Cc1ccc(F)cc1F	14	-5
COC(=O)[C@]12C[C@H](CC(=O)N3CCN(C(=O)c4ccco4)CC3)C(=O)N(CCC3=CCCCC3)C1=C[C@H](C(C)(C)C)O[C@@H]2C	7	-14
O=C(NC(c1ccccc1)c1cc(Cl)c2cccnc2c1O)c1cccnc1 (stereo not drawn)	-11	-3
CC(c1c[nH]c2ccccc12)c1c(-c2ccccc2)n(C)c2ccccc12 (stereo not drawn)	1	-1
O=C(NCc1ccccc1F)C1CCC(CNS(=O)(=O)c2cccc3cccnc23)CC1 (stereo not drawn)	-12	22
CCc1csc(N2[C@H](CN(CCOC)S(=O)(=O)c3ccccc3[N+](=O)[O-])[C@H](c3ccccc3)[C@@H]2CO)n1	-5	-27
CN(Cc1ccco1)C(=O)[C@@H](Cc1ccccc1)NC(=O)[C@H]1O[C@@H](n2ccc(=O)[nH]c2=O)[C@H](O)[C@@H]1O	-10	-12
C=CCN1C(C(=O)OC)CN(Cc2cn(Cc3ccc(OC)cc3)nn2)CCS1(=O)=O (stereo not drawn)	-8	26
COc1ccc(-c2noc(C3CCCN(C(=O)Nc4ccc(Cl)cc4)C3)n2)cc1 (stereo not drawn)	-12	-19
C[C@H]1COc2c3ccc(I)cc3nn21	-35	-36

One compound at a time (already shown). Values in the order: NR2F2 inh	NCOA2 inhibitor
`CC(c1c[nH]c2ccccc12)c1c(-c2ccccc2)n(C)c2ccccc12` (stereo not drawn) is listed with 1	-1
`C=CCN1C(C(=O)OC)CN(Cc2cn(Cc3ccc(OC)cc3)nn2)CCS1(=O)=O` (stereo not drawn) is listed with -8	26

Next part.
SMILES	NR2F2 inh	NCOA2 inhibitor
Cc1cccc(C)c1NC(=O)Cn1nnc(-c2ccncc2)n1	-17	-5
CN(C)c1ccc(NC(=O)NC2CCCCN(Cc3cccc(Cl)c3)C2=O)cc1 (stereo not drawn)	-19	-19
CC1(C)CC(=O)C2=C(C1)NC(=O)CC2C(=O)NCc1ccc(F)cc1 (stereo not drawn)	14	-9
Cc1[nH]nc2c1C(c1cccc(C(F)(F)F)c1)NC2=O (stereo not drawn)	-15	-24
CC(C)(C)S(=O)N1C[C@H]2CC(=O)C(CCO)=C2[C@@H]1CCO (stereo partly drawn)	-7	14
O=C(CCc1ccccc1)N[C@H]1[C@H](OC(=O)c2cccnc2)CCC[C@@]12C(=O)N(Cc1ccccc1)c1ccccc12	0	20
CCN(CC)c1ccc(C=NNC(=O)Cc2cc(=O)[nH][nH]2)c(O)c1	-14	16
O=C(CNS(=O)(=O)c1ccc(Br)cc1)OCc1cc(=O)n2cc(Br)ccc2n1	-4	11
CC(C)C[C@@H]1COc2cccc(NCCO)c2S(=O)(=O)N1	-9	8
Cc1ccc(Cn2cc(COC(=O)NCC(C)C)nn2)cc1	-19	-16
Cc1ccc(OCc2nnc(SCC(=O)Nc3ccc4c(c3)OCO4)n2Cc2ccco2)cc1	14	0
COC(=O)[C@]12C[C@H](CC(=O)NCCc3ccccc3OC)C(=O)N(Cc3ccc(Cl)cc3Cl)C1=C[C@H](C(C)C)O[C@@H]2C1CC1	3	3
Cc1ccccc1C(=O)N(C)[C@H]1C[C@H]2c3[nH]c4c(-c5ccc6c(c5)OCO6)cccc4c3CCN2C[C@H]1[C@H](C)O	-4	1
C[C@@H]1COc2cc(Br)ccc2S(=O)(=O)N1Cc1cn(CCC2OCCCO2)nn1	-4	18
COc1ccc(S[C@]2(C(=O)N3CCCC3)CC(=O)N(c3ccsc3)[C@@H]2c2ccc(OC)cc2)cc1	7	-19
O=C(CSc1nnc(-c2ccncc2)n1-c1ccc(Cl)cc1)c1ccc(Cl)c(Cl)c1	-1	11
CN(CCO)c1ccc2c(c1)Oc1ccccc1CN(Cc1cn(Cc3ccc(C(F)(F)F)cc3)nn1)S2(=O)=O	-21	9
CON(C)C(=O)[C@H]1C[C@@H]2[C@H](C[C@@H](c3ccccc3)[C@H]1C)N(c1ccc(F)cc1)C(=O)N2CCCOc1ccccc1	-5	9
CCOC(=O)c1cnc2c(N=Nc3cccc(Cl)c3)c(N)nn2c1N	-8	-11
Nc1nc2c(ncn2[C@@H]2O[C@H](C(=O)NCC(c3ccccc3)c3ccccc3)[C@@H](O)[C@H]2O)c(=O)[nH]1	-4	-3
CCOC(=O)[C@@]12CCC3=C1N(CCC3)C(=O)[C@H](CC(=O)NCc1ccc(OC)c(OC)c1)C2	-8	12
CC(=O)N1C[C@@H](CO)[C@@H](N(C)C(=O)/C=C/c2ccccc2)C[C@H]1c1ccccc1	11	22
CCCCC1OC(CCc2ccccc2)CC2=C1C(=O)OC(C)(C)O2 (stereo not drawn)	11	14
CC(C)n1c(CN(C)Cc2ccccc2)nc2c1c(=O)n(C)c(=O)n2C	30	24
COc1ccc(S[C@]2(C(=O)N3CCCC3)CC(=O)N(C(=O)c3ccccc3)[C@@H]2c2ccc(OC)cc2)cc1	16	22

The closing 7 compounds of the section before open the next one.
SMILES	NR2F2 inh	NCOA2 inhibitor
CCOC(=O)c1cnc2c(N=Nc3cccc(Cl)c3)c(N)nn2c1N	-8	-11
Nc1nc2c(ncn2[C@@H]2O[C@H](C(=O)NCC(c3ccccc3)c3ccccc3)[C@@H](O)[C@H]2O)c(=O)[nH]1	-4	-3
CCOC(=O)[C@@]12CCC3=C1N(CCC3)C(=O)[C@H](CC(=O)NCc1ccc(OC)c(OC)c1)C2	-8	12
CC(=O)N1C[C@@H](CO)[C@@H](N(C)C(=O)/C=C/c2ccccc2)C[C@H]1c1ccccc1	11	22
CCCCC1OC(CCc2ccccc2)CC2=C1C(=O)OC(C)(C)O2 (stereo not drawn)	11	14
CC(C)n1c(CN(C)Cc2ccccc2)nc2c1c(=O)n(C)c(=O)n2C	30	24
COc1ccc(S[C@]2(C(=O)N3CCCC3)CC(=O)N(C(=O)c3ccccc3)[C@@H]2c2ccc(OC)cc2)cc1	16	22
Nc1[nH]c(=O)ncc1-c1ccc([N+](=O)[O-])cc1	-7	-28
COC(=O)C1CN(Cc2cn(CCC3OCCO3)nn2)CCS(=O)(=O)N1Cc1ccc(OC)cc1 (stereo not drawn)	-7	4
CN(C(=O)[C@@H](Cc1ccccc1)NC(=O)[C@H]1O[C@@H](n2cnc3c(=O)[nH]c(N)nc32)[C@H](O)[C@@H]1O)C1CCCCC1	-2	-6
Cc1cc(C)cc(SCc2noc(C(=O)NCC3CC3)c2C(=O)NCC2CC2)c1	12	-18
O=C(OC12CCCN(C1)/C(=C/c1ccc(Cl)cc1)C2)c1ccc(Cl)cc1 (stereo not drawn)	-4	14
C[C@H]1COc2cc(N3CCCC3)ccc2S(=O)(=O)N1C	15	-1
COc1cccc(NC(=O)Nc2c(-c3ccc(F)cc3)nc3ncccn23)c1	3	-7
Nc1[nH]c(C(=O)c2ccccc2)c(-c2ccccc2Cl)c1C(=O)NCCc1c[nH]c2ccccc12	16	-5
CCOC(=O)C1=C[C@@H](C(C)(C)C)N(S(=O)(=O)c2ccc([N+](=O)[O-])cc2)[C@H]1c1cccc(Cl)c1	-12	-14
CN1OC[C@@H]2CN(C(=S)Nc3cc(C(F)(F)F)cc(C(F)(F)F)c3)[C@H](c3ccccc3Br)C[C@@H]21	-17	-4
O=C(OC12CCCN(C1)/C(=C/c1ccccc1)C2)C1CCCCC1 (stereo not drawn)	0	-20
CC(=O)CC[C@H]1CC[C@]2(CCCN(C(=O)C3CCCC3)C2)O1	-1	6
COC(=O)[C@]12C[C@H](CC(=O)NCc3ccc(OC)c(OC)c3)C(=O)N(Cc3ccccc3)C1=C[C@H](C(C)C)O[C@@H]2C1CC1	9	9
O=S(=O)(c1cccs1)N1CCCc2nc(-c3ccccc3)ccc21	5	-42
CC(C)C[C@@H](CCCc1ccccc1)CCC(=O)N(c1ccccc1)c1ccccc1	1	17
Cc1ccc(-c2c(C(=O)c3ccccc3)[nH]c(N)c2C(=O)NCCc2c[nH]c3ccccc23)cc1	1	-13
O=C(Cc1cn(Cc2ccccc2)c2ccccc12)Nc1ccc(Nc2cccnc2)cc1	7	-7
O=C(OC12CCCN(C1)/C(=C/c1cccc(Cl)c1)C2)c1ccc(F)cc1 (stereo not drawn)	-27	-3
CCN(CC)C(=O)CC[C@@H]1CC[C@]2(CCCN(C(=O)C3CCCCC3)C2)O1	-2	4

Compounds listed so far that contain a thiophene ring, fused or not, in the order listed:
SMILES	NR2F2 inh	NCOA2 inhibitor
O=C(c1cccc(F)c1)N1CCCC(c2nc(-c3cccs3)no2)C1 (stereo not drawn)	-7	-4
COc1ccc(NC(=O)N(CCc2c(C)[nH]c3ccccc23)Cc2cccs2)cc1OC	-3	-21
COc1ccc(S[C@]2(C(=O)N3CCCC3)CC(=O)N(c3ccsc3)[C@@H]2c2ccc(OC)cc2)cc1	7	-19
O=S(=O)(c1cccs1)N1CCCc2nc(-c3ccccc3)ccc21	5	-42
